SIAE primary = inhibitors of human sialic acid acetylesterase SIAE; AID 1053197; Q9HAT2; SIAE FP-Rh probe binding, fluorescence polarization; inhibition, % at 9.66 µM; hit rate 0.69% among 370,000;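 active = inhibition above a cutoff: mean of compounds within the control limits plus 3 SD of those, cut at about 17% in these data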;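 also: 0% = plate median of compound wells and 100% = probe without SIAE protein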
ADAM17 inh = inhibits human ADAM17; P78536; recombinant ADAM17, EDANS/DABCYL FRET peptide cleavage; inhibition, % at 6.95 µM; hit rate 0.83% among 370,000; AID 720648;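 active = inhibition above the mean of compounds lying between control limits plus 3 SD, set per campaign, cut at about 8.5% in these data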;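 also: 0% = DMSO-only wells as the low control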
ASAP1 GAP inh = ASAP1 ArfGAP inhibition; Q9ULH1; ASAP1-stimulated ARF1 GTP hydrolysis, GDP FP detection; hit rate 0.19% among 360,000; AID 624377; inhibition, % at 16.5 µM; in the data active = inhibition above about 25%;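 also: 0% = vehicle with enzyme and substrate and 100% = no enzyme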
Target sequence (Q9ULH1 325-724 limits assumed): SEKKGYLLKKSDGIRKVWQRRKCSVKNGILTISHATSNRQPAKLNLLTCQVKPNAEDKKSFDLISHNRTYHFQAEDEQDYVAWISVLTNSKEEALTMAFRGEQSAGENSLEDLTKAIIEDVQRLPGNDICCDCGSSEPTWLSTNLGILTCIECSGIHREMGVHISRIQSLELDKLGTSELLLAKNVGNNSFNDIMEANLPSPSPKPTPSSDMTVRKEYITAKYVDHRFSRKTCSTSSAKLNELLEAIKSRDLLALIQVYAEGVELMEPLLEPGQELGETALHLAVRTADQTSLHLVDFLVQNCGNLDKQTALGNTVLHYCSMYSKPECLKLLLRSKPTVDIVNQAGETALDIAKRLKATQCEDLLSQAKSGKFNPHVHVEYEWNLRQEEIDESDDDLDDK
TDP2 absorb = TDP2 (human) inhibition, absorbance primary screen | O95551 | recombinant TDP2, T5PNP hydrolysis, p-nitrophenol absorbance 415 nm | inhibition, % at 12.8 µM | AID 720702 | hit rate 0.34% among 370,000;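 active = inhibition above the mean of all tested compounds plus 3 SD, set per campaign, cut at about 25% in these data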;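 also: 0% = DMSO with enzyme and 100% = buffer with substrate but no TDP2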
Target sequence (O95551 whole entry, looked up): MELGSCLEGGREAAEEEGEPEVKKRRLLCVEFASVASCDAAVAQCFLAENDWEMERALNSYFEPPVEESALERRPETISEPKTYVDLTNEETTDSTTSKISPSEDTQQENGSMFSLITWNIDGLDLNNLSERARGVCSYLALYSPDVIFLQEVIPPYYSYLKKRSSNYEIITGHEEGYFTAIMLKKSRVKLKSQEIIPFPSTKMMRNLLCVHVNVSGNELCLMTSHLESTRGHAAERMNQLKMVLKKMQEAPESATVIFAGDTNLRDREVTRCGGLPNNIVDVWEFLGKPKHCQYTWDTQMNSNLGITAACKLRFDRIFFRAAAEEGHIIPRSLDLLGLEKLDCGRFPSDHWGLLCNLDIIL
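Assay system: Recombinant human TDP2 | Quantity: 120 nM TDP2 per well | Incubation: 2 h at 37 °C | Signal: Epi absorbance | Evaluation: Percent inhibition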
PLC-gamma1 inh = inhibitors of human phospholipase C gamma1; purified PLC-gamma1, fluorogenic substrate, fluorescence; inhibition, % at 12.2 µM; hit rate 0.84% among 370,000; P19174; in the data active = inhibition above about 9.5%
DDE Tn6 FP inh = DD(E)-Tn6 binding inhibition, primary FP screen; P02675; Fibrin DD(E) TRITC-Tn6 fluorescence polarization displacement; inhibition, % at 8.3 µM; hit rate 0.21% among 370,000;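 active = inhibition above a per-campaign cutoff: mean of compounds within control limits plus 3 SD, cut at about 15% in these data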;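 also: 0% = median of all compound wells on the plate and 100% = blocking peptide control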
ADAM10 inh = ADAM10 inhibition, QFRET primary screen; recombinant ADAM10, EDANS/DABCYL FRET peptide cleavage, 3 h; O14672; hit rate 0.62% among 370,000; inhibition, % at 7 µM; AID 720582;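 active = inhibition above a per-campaign cutoff equal to the mean of compounds falling between control-based bounds plus 3 SD, cut at about 20% in these data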;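 also: 0% = DMSO wells while the 100% control is not disclosed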
ARFGAP1 inh = rat ARFGAP1 inhibition; Q62848; Arfgap1-stimulated ARF1 GTP hydrolysis, GDP FP detection; inhibition, % at 16.5 µM; hit rate 0.26% among 360,000; AID 651572;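 active = inhibition above a per-plate limit, mean inhibition of low control wells plus 3 SD, cut at about 25% in these data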;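 also: 0% = DMSO wells with enzyme and 100% = wells lacking Arfgap1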
Target sequence (Q62848 1-136 limits assumed): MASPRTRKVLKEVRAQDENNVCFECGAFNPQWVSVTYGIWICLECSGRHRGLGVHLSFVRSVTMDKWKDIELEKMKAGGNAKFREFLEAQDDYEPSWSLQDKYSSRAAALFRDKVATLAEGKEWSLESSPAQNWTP
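Material: rat Arfgap1 GAP domain (His6, aa 1-136), purified enzyme. Also added: human ARF1(Δ1-17)-GTP substrate. Compound dosing: 16.5 µM single point, 1.26% DMSO. Timing: enzyme reaction 120 min at 25 °C after 20 min preincubation. Signal: GDP detection by fluorescence polarization. Read-out basis: percent inhibition of GAP-stimulated GDP formation, scaled between DMSO and no-Arfgap1 medians.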
PLCb3 inh = inhibitors of human phospholipase C beta3 | Q01970 | inhibition, % at 12.2 µM | Purified PLC-beta3, fluorogenic substrate, fluorescence | hit rate 0.18% among 370,000; in the data active = inhibition above about 11%;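 also: 0% = median of compound wells on plate and 100% = full blocker control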
Tn7 DDE FP = inhibitors of Tn7 peptide binding to human fibrin DD(E); P02675; FP displacement of FITC-Tn7 peptide from fibrin DD(E); 0% = median of compound wells per plate; inhibition, % at 8.3 µM; hit rate 0.13% among 370,000;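 active = inhibition above the mean of compounds falling within the control limits plus 3 SD of them, cut at about 14% in these data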;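 also: 0% = plate median of compound wells and 100% = 10 µM Aha-Tn7 peptide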
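System: human fibrin DD(E); quantity: Fibrin-DD(E) at 2 µM final; also added: fluorescent Tn7 probe at 0.1 µM; compound dosing: single nominal test concentration of 8.3 µM per compound; schedule: 10 min preincubation, 3 h with tracer, room temperature; detection: fluorescence polarization of the labelled Tn7 tracer; repeats: one replicate per compound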
* marks the source's active call; other numbers are inactive results. No enrichment for hits, and some 3.6% of all compounds hit somewhere here.

N#CCCn1c(SCC(=O)Nc2ccc(N3CCOCC3)cc2)nc2ccccc21 was read as SIAE primary 5, ADAM17 inh -1, ASAP1 GAP inh -2, TDP2 absorb -8, PLC-gamma1 inh 5, DDE Tn6 FP inh -4, ADAM10 inh 9, ARFGAP1 inh -1, PLCb3 inh 3 and Tn7 DDE FP 3.
`CC(=O)N1CCN(C(=O)c2cccc(S(=O)(=O)N3CCN(c4ccc(F)cc4)CC3)c2)CC1` gave SIAE primary -4, ADAM17 inh -2, ASAP1 GAP inh -12, TDP2 absorb -2, PLC-gamma1 inh -2, DDE Tn6 FP inh -4, ADAM10 inh 3, ARFGAP1 inh -6, PLCb3 inh -1 and Tn7 DDE FP -9.
For CN(CC(=O)Nc1ccc(S(=O)(=O)N2CCOCC2)cc1)Cc1ccc(F)cc1 the results were SIAE primary 0, ADAM17 inh -2, ASAP1 GAP inh -9, TDP2 absorb 11, PLC-gamma1 inh 1, DDE Tn6 FP inh -1, ADAM10 inh -1, ARFGAP1 inh 11, PLCb3 inh -5 and Tn7 DDE FP 2.
`CN(C)c1nc(N)nc2c1ncn2C1OC(CO)CC1O` (configuration not stated) gave SIAE primary -2, ADAM17 inh -2, ASAP1 GAP inh -5, TDP2 absorb -7, PLC-gamma1 inh -1, DDE Tn6 FP inh 1, ADAM10 inh -3, ARFGAP1 inh -2, PLCb3 inh 4 and Tn7 DDE FP -3.
Screening Oc1ccc(Cl)cc1/C=C/c1ccc2cccc(O)c2n1 returned SIAE primary 8, ADAM17 inh 6, ASAP1 GAP inh 17, TDP2 absorb 2, PLC-gamma1 inh -361, DDE Tn6 FP inh -16, ADAM10 inh 5, ARFGAP1 inh 4, PLCb3 inh -393 and Tn7 DDE FP 4.
For COc1cccc2c(=O)n(CC(=O)N3CCN(c4ccccc4)CC3)ccc12 the results were SIAE primary 0, ADAM17 inh 1, ASAP1 GAP inh 7, TDP2 absorb 6, PLC-gamma1 inh 2, DDE Tn6 FP inh 0, ADAM10 inh 0, ARFGAP1 inh 0, PLCb3 inh 2 and Tn7 DDE FP 0.
`O=C(NNS(=O)(=O)c1ccc2ccccc2c1)c1cccs1` gave SIAE primary 4, ADAM17 inh 0, ASAP1 GAP inh -1, TDP2 absorb 3, PLC-gamma1 inh 2, DDE Tn6 FP inh -2, ADAM10 inh -5, ARFGAP1 inh -2, PLCb3 inh -1 and Tn7 DDE FP -8.
For CCOc1ccc(S(=O)(=O)N2CCCC(C(=O)N3CCN(c4ccccc4)CC3)C2)cc1 (configuration not stated) the results were SIAE primary -4, ADAM17 inh -4, ASAP1 GAP inh 11, TDP2 absorb 2, PLC-gamma1 inh 3, DDE Tn6 FP inh 2, ADAM10 inh 3, ARFGAP1 inh -5, PLCb3 inh -5 and Tn7 DDE FP 5.
C[C@H](NC(=O)c1ccccc1Cl)C(=O)OCCOc1ccc(Cl)cc1 was read as SIAE primary -6, ADAM17 inh -2, ASAP1 GAP inh -2, TDP2 absorb -4, PLC-gamma1 inh 2, DDE Tn6 FP inh -5, ADAM10 inh 15, ARFGAP1 inh 3, PLCb3 inh 3 and Tn7 DDE FP 3.
C[C@@H]1Cn2cnc(C(=O)N[C@@H](C)C(=O)OC(C)(C)C)c2C(=O)N1 was read as SIAE primary 4, ADAM17 inh -1, ASAP1 GAP inh -2, TDP2 absorb 6, PLC-gamma1 inh -1, DDE Tn6 FP inh 2, ADAM10 inh -10, ARFGAP1 inh 6, PLCb3 inh 1 and Tn7 DDE FP 1.
`CCCS(=O)(=O)N1CCCC(C(=O)NCCCN(C)Cc2ccccc2)C1` (configuration not stated) gave SIAE primary 4, ADAM17 inh 3, ASAP1 GAP inh -3, TDP2 absorb -15, PLC-gamma1 inh 6, DDE Tn6 FP inh 2, ADAM10 inh 8, ARFGAP1 inh -9, PLCb3 inh 7 and Tn7 DDE FP 4.
For CC(=O)Nc1ccc(S(=O)(=O)N2CCC(C(=O)O)CC2)cc1 the results were SIAE primary -1, ADAM17 inh -4, ASAP1 GAP inh 9, TDP2 absorb 9, PLC-gamma1 inh 0, DDE Tn6 FP inh -2, ADAM10 inh -7, ARFGAP1 inh -2, PLCb3 inh 3 and Tn7 DDE FP 6.
O=[N+]([O-])c1ccc(S(=O)(=O)N/N=C/c2ccsc2)cc1 was read as SIAE primary 7, ADAM17 inh -2, ASAP1 GAP inh 0, TDP2 absorb 0, PLC-gamma1 inh -1, DDE Tn6 FP inh 0, ADAM10 inh -3, ARFGAP1 inh 1, PLCb3 inh -4 and Tn7 DDE FP -4.
`Cc1ccc(-c2nnnn2CS(=O)(=O)c2ccccc2)cc1` gave SIAE primary -3, ADAM17 inh 1, ASAP1 GAP inh 19, TDP2 absorb -5, PLC-gamma1 inh 2, DDE Tn6 FP inh -3, ADAM10 inh -1, ARFGAP1 inh 2, PLCb3 inh 4 and Tn7 DDE FP 1.
Screening CC1CN(CC(=O)NCc2ccc(Cl)cc2)CC(C)O1 (configuration not stated) returned SIAE primary 0, ADAM17 inh 1, ASAP1 GAP inh 21, TDP2 absorb -6, PLC-gamma1 inh 0, DDE Tn6 FP inh 6, ADAM10 inh 6, ARFGAP1 inh 3, PLCb3 inh -7 and Tn7 DDE FP -1.
CCC(=O)N1CCN=C1SCc1c(F)cccc1Cl was read as SIAE primary -6, ADAM17 inh 1, ASAP1 GAP inh -1, TDP2 absorb 10, PLC-gamma1 inh 3, DDE Tn6 FP inh -2, ADAM10 inh -3, ARFGAP1 inh 5, PLCb3 inh 0 and Tn7 DDE FP 5.
Screening COc1ccc(OCCOCC(O)CN2CCOCC2)cc1 (configuration not stated) returned SIAE primary 6, ADAM17 inh -6, ASAP1 GAP inh -2, TDP2 absorb 9, PLC-gamma1 inh 0, DDE Tn6 FP inh -3, ADAM10 inh -7, ARFGAP1 inh 3, PLCb3 inh 1 and Tn7 DDE FP 1.
Screening O=C(c1ccc(Cl)cc1)c1ccccc1C(=O)N1CCOCC1 returned SIAE primary 5, ADAM17 inh 1, ASAP1 GAP inh -1, TDP2 absorb -7, PLC-gamma1 inh 5, DDE Tn6 FP inh 1, ADAM10 inh -1, ARFGAP1 inh 4, PLCb3 inh -9 and Tn7 DDE FP -3.
CN1CCN(c2nc(-c3ccccc3)nc(-c3ccc(F)cc3)c2C#N)CC1 was read as SIAE primary 0, ADAM17 inh 2, ASAP1 GAP inh -2, TDP2 absorb 5, PLC-gamma1 inh 0, DDE Tn6 FP inh -2, ADAM10 inh -8, ARFGAP1 inh 5, PLCb3 inh -1 and Tn7 DDE FP -9.
For COc1ccc(N(C(=O)C2CCCCC2)S(=O)(=O)c2cccc3cccnc23)cc1 the results were SIAE primary -2, ADAM17 inh 2, ASAP1 GAP inh 1, TDP2 absorb -7, PLC-gamma1 inh 0, DDE Tn6 FP inh 0, ADAM10 inh 10, ARFGAP1 inh 2, PLCb3 inh 2 and Tn7 DDE FP -5.
CCOC(=O)CC(=O)NC1(Cc2ccc(O)cc2)CCCCC1 was read as SIAE primary 5, ADAM17 inh 1, ASAP1 GAP inh -6, TDP2 absorb -1, PLC-gamma1 inh 0, DDE Tn6 FP inh -1, ADAM10 inh 2, ARFGAP1 inh 9, PLCb3 inh 2 and Tn7 DDE FP -1.
Screening COc1cc(/C=N/NC(=O)C2CCN(CC(O)COCc3ccccc3)CC2)ccc1O (configuration not stated) returned SIAE primary -7, ADAM17 inh -25, ASAP1 GAP inh 3, TDP2 absorb -1, PLC-gamma1 inh -9, DDE Tn6 FP inh -4, ADAM10 inh -48, ARFGAP1 inh 8, PLCb3 inh -14 and Tn7 DDE FP 0.
CCOC(=O)[C@]12CCCC=C1N(Cc1ccccc1)C(=O)[C@H](CC(=O)NCC1CCCCC1)C2 was read as SIAE primary 8, ADAM17 inh 0, ASAP1 GAP inh 2, TDP2 absorb -13, PLC-gamma1 inh -2, DDE Tn6 FP inh 6, ADAM10 inh 0, ARFGAP1 inh -13, PLCb3 inh 4 and Tn7 DDE FP 6.
Screening O=C(c1ccccc1)c1ccc(C(=O)N2CCCC(C(F)(F)F)C2)cc1 (configuration not stated) returned SIAE primary 4, ADAM17 inh 0, ASAP1 GAP inh 1, TDP2 absorb -14, PLC-gamma1 inh 4, DDE Tn6 FP inh 2, ADAM10 inh 8, ARFGAP1 inh 7, PLCb3 inh -1 and Tn7 DDE FP 4.
For Cc1cc(NC(=O)NCc2ccccc2)c(=O)n(Cc2ccc(F)cc2)c1 the results were SIAE primary -2, ADAM17 inh -17, ASAP1 GAP inh 3, TDP2 absorb -3, PLC-gamma1 inh -3, DDE Tn6 FP inh -1, ADAM10 inh -38, ARFGAP1 inh -4, PLCb3 inh -11 and Tn7 DDE FP 0.
For O=C(NCCN1CCN(C(=O)c2ccc(F)cc2)CC1)C(=O)NCc1ccccc1 the results were SIAE primary 8, ADAM17 inh -2, ASAP1 GAP inh 1, TDP2 absorb 3, PLC-gamma1 inh 3, DDE Tn6 FP inh -3, ADAM10 inh -2, ARFGAP1 inh -10, PLCb3 inh -5 and Tn7 DDE FP 0.
`COc1cc(C)c2c(c1C=O)Oc1c(c(C)c(O)c3c1C(O)OC3=O)OC2=O` (configuration not stated) gave SIAE primary -2, ADAM17 inh 39*, ASAP1 GAP inh -29, TDP2 absorb -4, PLC-gamma1 inh -2, DDE Tn6 FP inh -10, ADAM10 inh 6, ARFGAP1 inh -34, PLCb3 inh -127 and Tn7 DDE FP 7.
Cc1ccc(NC(=O)Cn2c(=O)ccn(Cc3ccccc3)c2=O)cc1S(=O)(=O)N1CCOCC1 was read as SIAE primary 3, ADAM17 inh 0, ASAP1 GAP inh -9, TDP2 absorb 8, PLC-gamma1 inh 0, DDE Tn6 FP inh 0, ADAM10 inh -6, ARFGAP1 inh -14, PLCb3 inh -3 and Tn7 DDE FP 4.
`CCOC(=O)c1cc(-c2cccnc2)nn1-c1ccccn1` gave SIAE primary 4, ADAM17 inh -7, ASAP1 GAP inh -11, TDP2 absorb 10, PLC-gamma1 inh -4, DDE Tn6 FP inh -2, ADAM10 inh -10, ARFGAP1 inh -5, PLCb3 inh -3 and Tn7 DDE FP -5.

Screens (PubChem)
